Compound activity as filed in PubChem BioAssay.
DAX1 inh-1 – NR0B1 (DAX1) inhibition. P51843. HEK293 Gal4-DAX1 luciferase reporter, luminescence. inhibition, % at 6.75 µM. hit rate 0.99% among 340,000. AID 504766;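 active = inhibition above the mean over all tested compounds plus 3 SD, cut at about 4.2% in these data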;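 note: 0% = DAX1-transfected cells with DMSO and 100% = empty-vector control cells with DMSO; inhibition shows as a rise in luminescence from relieved DAX1 repression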
Target sequence (P51843 207-470 limits assumed): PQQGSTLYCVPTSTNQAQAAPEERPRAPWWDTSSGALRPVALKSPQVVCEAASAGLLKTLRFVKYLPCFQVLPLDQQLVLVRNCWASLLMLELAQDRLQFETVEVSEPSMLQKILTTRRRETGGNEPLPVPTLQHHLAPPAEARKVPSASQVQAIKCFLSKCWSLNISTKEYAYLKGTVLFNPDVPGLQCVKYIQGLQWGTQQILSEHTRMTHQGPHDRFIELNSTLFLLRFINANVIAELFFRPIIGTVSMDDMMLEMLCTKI
hgDAF12 agonist – hgDAF-12 agonism, primary luciferase screen | AID 687014 | HEK293 GAL4-hgDAF12 UAS-luciferase reporter, agonist luminescence; normalized to butyrate control | activation, % at 6.8 µM | hit rate 1.8% among 370,000;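 active = activation above a cutoff set at the mean of all screened compounds plus 3 SD, cut at about 10% in these data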;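 note: 0% = DMSO wells and 100% = sodium butyrate wells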
DAX1 inh-2 – inhibitors of DAX1 repression of SF-1 activated StAR promoter | AID 652010 | hit rate 1.1% among 370,000 | HEK293T StAR-luciferase reporter, SF-1/DAX-1 repression relief | inhibition, % at 6.8 µM;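 active = inhibition above the mean over all tested compounds plus 3 SD, cut at about 3.6% in these data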;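 note: 0% = DAX-1 cells with DMSO and 100% = cells lacking DAX-1 with DMSO; higher inhibition means more luminescence from relief of DAX-1 repression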
SMARCA2 activ – increases SMARCA2 function in MMTV reporter cells | AID 652017 | activation, % at 9.1 µM | MG213 cells, MMTV-luciferase reporter, dexamethasone, overnight | hit rate 1% among 370,000; in the data active = activation above about 7.8%;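 note: 0% = vehicle wells and 100% = reference activator wells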
ssDAF12 agonist – activators of S. stercoralis DAF-12 nuclear receptor; HEK293 ssDAF-12/GRIP1 lit1-tk-luc reporter, luminescence; % of 3 µM dafachronic acid response; activation, % at 6.8 µM; hit rate 1% among 370,000; AID 652126;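 active = activation above the mean over all tested compounds plus 3 SD, cut at about 0.9% in these data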;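 note: 0% = DMSO-only wells and 100% = 3 µM delta7-dafachronic acid wells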
NPR1 activator – GC-A (human) enzyme activation; hit rate 0.14% among 370,000; HEK293 GC-A cells, cGMP TR-FRET, EC30 ANP; 0% at EC30 ANP, 100% saturating ANP; activation, % at 10 µM; in the data active = activation above about 40%
ADAM10 inh – ADAM10 inhibition, QFRET primary screen. O14672. recombinant ADAM10, EDANS/DABCYL FRET peptide cleavage, 3 h. inhibition, % at 7 µM. hit rate 0.62% among 370,000. AID 720582;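 active = inhibition above a per-campaign cutoff equal to the mean of compounds falling between control-based bounds plus 3 SD, cut at about 20% in these data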;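 note: 0% = DMSO wells while the 100% control is not disclosed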
Target sequence (O14672 214-748 limits assumed): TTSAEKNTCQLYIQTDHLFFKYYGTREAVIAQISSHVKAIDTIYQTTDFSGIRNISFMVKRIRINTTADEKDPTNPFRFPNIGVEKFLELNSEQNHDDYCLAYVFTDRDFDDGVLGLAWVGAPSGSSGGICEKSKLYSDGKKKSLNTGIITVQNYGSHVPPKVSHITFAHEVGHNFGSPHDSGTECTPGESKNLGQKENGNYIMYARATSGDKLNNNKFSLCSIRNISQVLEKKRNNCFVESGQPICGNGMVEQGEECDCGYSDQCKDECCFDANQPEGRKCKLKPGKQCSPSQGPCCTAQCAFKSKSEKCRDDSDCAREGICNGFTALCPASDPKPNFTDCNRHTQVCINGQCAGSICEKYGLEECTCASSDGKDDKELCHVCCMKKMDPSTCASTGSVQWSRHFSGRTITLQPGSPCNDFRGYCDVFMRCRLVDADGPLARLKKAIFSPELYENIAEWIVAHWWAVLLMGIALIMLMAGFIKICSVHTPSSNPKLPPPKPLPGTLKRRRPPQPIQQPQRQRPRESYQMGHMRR
hcDAF-12 act – activates DAF-12 receptor from parasite H. contortus | activation, % at 6.8 µM | HEK293 hcDAF-12 lit1-tk-luc reporter, luminescence; 0% DMSO, 100% Δ7-dafachronic acid | AID 652067 | hit rate 1.4% among 370,000;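 active = activation above the mean of all tested compounds plus 3 SD, cut at about 5.5% in these data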;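 note: 100% = response to 3 µM Δ7-dafachronic acid high control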
PG9 Ab binder – PG9 antibody binding by small molecule; AID 624416; inhibition, % at 6.7 µM; hit rate 0.43% among 360,000; TR-FRET gp120-PG9 antibody binding; in the data active = inhibition above about 8.5%
GAA850 FXN act – frataxin GAA850 promoter activation | AID 540364 | HEK293 lucGAA850 FXN promoter luciferase reporter, 24 h; percent of 10 µM SAHA response | activation, % at 6 µM | hit rate 0.56% among 360,000;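 active = activation above the average of all compounds screened plus 3 SD, cutoff fixed separately per campaign, cut at about 7.5% in these data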;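 note: 0% = DMSO wells and 100% = 10 µM SAHA wells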
ADAM17 inh – ADAM17 inhibition, QFRET primary screen; recombinant ADAM17, EDANS/DABCYL FRET peptide cleavage; inhibition, % at 6.95 µM; hit rate 0.83% among 370,000; AID 720648;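 active = inhibition above the mean of compounds lying between control limits plus 3 SD, set per campaign, cut at about 8.5% in these data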;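 note: 0% = DMSO-only wells as the low control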
Active calls of the source: *; i = inactive; / = no result given.

The line under a structure holds: DAX1 inh-1	hgDAF12 agonist	DAX1 inh-2	SMARCA2 activ	ssDAF12 agonist	NPR1 activator	ADAM10 inh	hcDAF-12 act	PG9 Ab binder	GAA850 FXN act	ADAM17 inh
- C=CCOC(=O)c1cn(CC)c2nc(C)ccc2c1=O
 : -0.5	-0.6	-0.3	1	-1.6	-2	0	-0.5	-0.2	-0.8	-2
- O=C(CN1CCc2ccccc21)NC(=O)NCc1ccco1
 : 0.3	0.8	-0.5	-3	1.0*	2	-16	3.5	0.8	-1.6	-4
- O=C(Nc1ccc(S(=O)(=O)Nc2ncccn2)cc1)C1CC(=O)N(c2ccc(Cl)cc2)C1 (stereo not drawn)
 : -1.3	-0.4	0.1	2	-0.9	2	-6	0.3	-0.3	-0.6	-3
- CN(C)S(=O)(=O)c1ccc(Cl)c(NC(=O)COC(=O)CCSc2ccccc2)c1
 : 1.3	-0.4	-0.4	-3	0.3	2	7	1.4	-2.3	3.5	5
- Cc1ccc(OCCCC(=O)N(C)CC(=O)Nc2c(C)cccc2C)cc1
 : 0.3	-1.8	-1.3	2	-1.4	0	0	-0.1	-0.6	-1.2	-3
- CC(C)c1ccc(NC(=O)CNC(=O)Cn2cnc3ccccc3c2=O)cc1
 : -0.5	3.2	-0.3	0	0.3	7	10	0.5	-1.7	4.1	1
- Cc1occc1-c1nnc(SCC(=O)N2CCOCC2)n1CCc1ccccc1
 : -1.1	-2.0	-0.6	-3	-1.0	-1	6	-0.7	-1.1	1.3	-3
- COc1ccc(C(=O)NCCCNc2nc3cc(C)cc(C)c3cc2C#N)cc1
 : -0.8	-2.4	-0.3	-5	-1.0	2	-217	-2.5	-1.0	3.1	-64
- COc1cc2ccccc2cc1C(=O)N/N=C/c1ccc2c(c1)OCO2
 : -0.2	2.0	-2.1	-2	-1.2	-3	-63	-2.5	-0.3	-5.0	-21
- CCC1=NN(C(=O)CCc2ccccc2)C(O)(C(F)(F)F)C1 (stereo not drawn)
 : 0.9	-0.1	-0.6	-2	-1.4	4	-1	0.2	-2.6	0.4	-3
- O=C(NCc1ccccc1)c1cncc(Br)c1
 : -1.7	1.1	0.6	1	0.3	1	1	2.1	-1.2	-2.9	-3
- CCOC(=O)C1=C(C)Nc2ccccc2N/C1=N\S(=O)(=O)c1cccc(Cl)c1
 : 0.3	1.3	-0.1	-4	-1.0	-4	-6	-2.0	1.1	0.6	-1
- O=c1c2c(nc3c(-c4ccc(Cl)cc4)c[nH]n13)CCCC2
 : -2.0	-1.5	0.1	-3	-1.1	2	-1	-1.9	-1.8	-5.7	-7
- CCCOc1ccc(C(=O)c2nc3c(n2O)CCCC3)cc1
 : 1.1	2.4	0.7	0	-1.1	-2	9	-1.8	0.2	0.3	3
- CC(=O)c1cccc(NC(=S)NC2CC2)c1
 : -0.8	-0.5	-0.6	-1	-0.8	0	5	0.4	-2.3	2.6	1
- COc1ccc(C(C(=O)NCc2ccccc2)n2c(-c3ccncc3)nc3ccccc32)cc1 (stereo not drawn)
 : /	-1.3	-0.1	-2	-1.1	-15	-9	-1.7	-1.5	/	-7
- COc1cc(S(=O)(=O)N(Cc2ccccc2)CC2CCCO2)ccc1-n1cnnn1 (stereo not drawn)
 : 1.9	1.9	-0.9	1	-1.8	-6	-4	-1.5	-0.7	0.6	-3
- O=C(CN1C(=O)NC2(CCCCC2)C1=O)N1CCN(S(=O)(=O)c2ccc(F)c(F)c2F)CC1
 : -0.1	0.1	-0.7	-1	-1.0	3	-4	0.0	1.5	-1.5	-6
- Clc1ccc(CSc2snnc2-c2ccccc2)c(Cl)c1
 : 0.8	6.3	1.0	3	-1.7	1	3	-0.2	0.0	2.7	-4
- OC(c1ccccn1)C(O)c1ccccn1 (stereo not drawn)
 : 0.7	1.1	-0.9	0	-0.8	3	-4	0.7	0.9	0.4	-3
- Cc1ccccc1-c1cccc2[nH]c3c(c12)CCN1C(=O)[C@H]2[C@H](C)ON(C)[C@H]2C[C@@H]31
 : /	-0.9	-0.5	1	-1.0	0	i	-2.8	0.5	/	-147
- O=C(NCc1ccccn1)c1cccc(S(=O)(=O)Nc2ccc(SC(F)F)cc2)c1
 : -1.0	-3.9	-1.6	-2	-0.4	3	-10	-1.1	1.2	1.9	2
- Cc1ccc(C(=O)C(C)OC(=O)C2CC(=O)N(C3CCCCC3)C2)cc1 (stereo not drawn)
 : 0.8	2.1	-0.4	0	-0.7	0	0	1.0	-0.9	-0.4	-5
- COc1ccccc1NC(=O)c1ccc(NC(=O)CSc2ncn[nH]2)cc1
 : -0.6	0.6	0.1	0	0.5	3	3	-2.1	-1.8	2.6	-5
- Cc1ccccc1-n1nnnc1SCC(=O)c1c(N)n(C)c(=O)n(C)c1=O
 : 0.5	-0.6	0.6	-3	-1.0	-2	-1	-1.1	-0.8	0.6	-1
- CCCCC[C@@H](C)N1C[C@H](COCc2ccccc2)Oc2cc(N3CC[C@H](O)C3)ccc2S1(=O)=O
 : /	2.4	-0.2	-3	-1.3	-7	14	-1.5	-2.8	/	9
- N=c1c2c(ncn1Cc1ccco1)Oc1ccc3ccccc3c1C2c1ccccc1 (stereo not drawn)
 : -2.0	2.3	-2.7	2	-1.7	-15	20*	2.2	-0.6	-3.4	11*
- CC(NC(=O)CSc1ncccn1)c1ccc2c(c1)OCO2 (stereo not drawn)
 : 0.2	3.0	-0.1	-1	-1.0	-1	6	0.8	2.3	0.5	1
- COc1ccccc1C(=O)Nc1cccc(C(=O)N2CCOCC2)c1
 : 0.4	-1.1	1.3	2	-0.8	-1	-20	-0.8	-1.3	-0.7	-7
- CC(=O)c1sc(NS(=O)(=O)c2ccc(C)cc2)nc1-c1ccccc1
 : -0.4	-1.6	0.1	-1	-0.9	2	16	-1.3	-2.2	-1.8	0

(continued)
The line under a structure holds: DAX1 inh-1	hgDAF12 agonist	DAX1 inh-2	SMARCA2 activ	ssDAF12 agonist	NPR1 activator	ADAM10 inh	hcDAF-12 act	PG9 Ab binder	GAA850 FXN act	ADAM17 inh
- CC(=O)N1CCN(Cc2nc3cc(NC(=O)Cn4nc(C)c5ccccc5c4=O)ccc3n2C)CC1
 : 1.4	-2.8	-0.9	-5	-1.4	-4	-3	1.7	1.4	0.8	-1
- COc1cccc(CN2CCNC(=O)C2CC(=O)N(C)C2CCOCC2)c1OC (stereo not drawn)
 : 1.1	-0.2	1.2	1	-1.2	0	-9	1.9	-2.4	-0.1	-3
- Cc1cc(C(=O)N/N=C/c2ccc3ccccc3c2)n[nH]1
 : -0.9	0.2	1.2	1	-1.2	-3	-17	-0.3	1.6	0.4	-5
- COc1cc(C)c(NC(=S)Nc2cccc(Cl)c2)cc1OC
 : -0.5	0.1	0.0	-5	-0.7	1	13	-0.1	-2.6	1.8	7
- O=c1c2cc(N3CCOCC3)ccc2[nH]c(=S)n1Cc1ccc(Cl)cc1
 : 1.2	1.6	0.0	0	-1.1	32	-62	0.5	1.7	4.3	-13
- O=C(Cc1ccccc1)N1CCC(O)(c2cccnc2)CC1
 : -0.1	2.8	0.2	2	-1.1	0	-3	0.5	-1.6	3.4	2
- NS(=O)(=O)c1ccc(NNC(=O)c2sccc2Cl)cc1
 : -0.2	-0.6	-0.5	-1	-1.0	0	-9	0.1	-3.2	2.8	-3
- CC(=O)c1ccc(NC(=O)c2cnn3ccccc23)cc1
 : -2.8	4.8	5.8*	2	-0.6	-3	-8	4.3	-3.1	-3.1	-2
- CCc1nc2ccc(C(=O)Nc3cccc(NS(C)(=O)=O)c3)cn2c1N(C=O)CCC(C)C
 : /	-0.7	0.1	-4	-1.7	2	-4	0.0	-0.5	-0.7	1
- Brc1cccc(-c2nnc3n2CCC3)c1
 : 1.7	0.0	-0.1	-1	-0.2	1	-2	-1.5	-1.6	0.0	-3
- COc1ccc(CN2CC(C(=O)NCCN3CCN(c4ccccc4F)CC3)CC2=O)cc1 (stereo not drawn)
 : 0.0	-0.7	-0.2	-2	-1.4	0	5	-2.2	0.7	-2.4	-3
- COc1ccc(OC)c(C2CC(c3c(-c4ccccc4)c4cc(Cl)ccc4[nH]c3=O)=NN2S(C)(=O)=O)c1 (stereo not drawn)
 : 0.1	-1.5	0.5	-1	-1.4	1	-6	-0.7	-3.2	0.4	-7
- CC(Sc1nnc(-c2ccc(Cl)cc2)n1N)C(=O)NCC1CCCO1 (stereo not drawn)
 : -0.7	-2.2	3.3	-3	-1.2	2	-5	0.1	2.5	1.6	-2
- CCCNC(=O)CN(C)CC(=O)Nc1ccccc1C#N
 : -0.7	2.3	-0.1	0	-0.1	-2	0	2.7	1.1	2.0	0
- Cc1cccc(C(=O)NCC(=O)OCC(=O)N2CC3(C)CC2CC(C)(C)C3)c1 (stereo not drawn)
 : -0.7	-0.1	0.3	-1	-1.1	0	-3	-1.1	-1.4	0.9	0
- CC(C)(C)c1cc[n+](-c2[nH]c(=O)sc2/C=N/NC([S-])=Nc2ccccc2)cc1
 : -1.0	-1.1	-0.2	-7	0.7	-3	-15	1.2	-4.3	-1.6	-1
- C=CCc1cc2c(oc(=O)c3ccccc32)c(C)c1O
 : 0.2	0.5	0.3	-1	-0.5	7	-32	0.2	0.5	1.0	-12
- CCN(CC)c1ccc(/C=N/NC(=O)c2c(Cl)cnn2C)c(O)c1
 : -2.2	-9.3	-3.5	0	-1.5	4	-115	-1.9	-5.4	-10	-32
- CCOC(=O)C1=CCC2C(=O)N(C)C(=O)C12 (stereo not drawn)
 : /	1.4	0.5	3	-0.7	2	2	1.1	0.7	/	2
- CCCNC(=O)CN(C)S(=O)(=O)c1c(C)cc(C)cc1C
 : 0.9	1.0	-0.3	1	-1.6	-1	1	-2.0	-2.0	-0.2	-2
- Cc1ccsc1/C=N/NC(=O)c1c[nH]c2ccccc12
 : -0.2	11*	0.4	6	0.7	-6	2	2.1	-3.5	2.3	-1
- Cc1ccc(NC(=O)NCCN2CCCCC2)cc1
 : 0.6	-0.8	-0.1	0	-0.6	0	5	-0.7	-2.1	0.9	0
- CSc1nc2ccsc2c(=O)n1-c1ccccc1
 : -1.1	-4.0	0.3	-4	-1.0	-2	-2	-0.8	-3.0	5.9	-2
- OCCNCCOc1ccc(Cl)c(Cl)c1
 : 2.1	7.0	-0.1	-1	-1.1	3	-3	-0.3	-1.3	-8.2	-1
- O=C(COc1ccc(Cl)cc1Cl)Nc1ccc2nc3n(c(=O)c2c1)CCCC3
 : -2.4	1.1	-0.1	0	-1.5	-7	5	-1.0	0.2	-0.6	3
- CCOc1ccccc1CN1CCC(n2nccc2NC(=O)CCCc2ccccc2)CC1
 : 0.7	-2.9	-0.5	-2	-0.1	-16	3	-2.6	2.9	-4.3	-2
- COc1ccc(C(C)=O)cc1CS(=O)(=O)CC(=O)O
 : -1.1	8.7	-0.1	5	-1.2	-1	3	-1.3	-0.8	1.4	0
- O=C(c1ccc([N+](=O)[O-])cc1)N1C=CC(C(F)(F)F)=NCC1
 : 2.0	2.4	0.8	2	-2.2	0	5	-0.6	0.6	1.6	-4
- O=C(c1ccccc1[N+](=O)[O-])N1CCN(Cc2ccc3c(c2)OCO3)CC1
 : -1.0	-2.1	-0.8	-2	-2.1	3	3	-2.0	1.6	1.4	-2
